Neddylation inh – blocks human cullin neddylation; TR-FRET cullin neddylation, biochemical; calls only at 25 µM; 0.58% of 360,000 active; in the data active = inhibition above about 36%
Target sequence (P61081 whole entry, looked up): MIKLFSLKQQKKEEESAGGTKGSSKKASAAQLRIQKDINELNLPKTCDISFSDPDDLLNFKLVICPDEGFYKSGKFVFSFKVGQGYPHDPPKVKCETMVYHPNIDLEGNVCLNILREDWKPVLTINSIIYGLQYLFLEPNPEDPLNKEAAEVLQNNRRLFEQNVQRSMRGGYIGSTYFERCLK
Target sequence (Q13564 whole entry, looked up): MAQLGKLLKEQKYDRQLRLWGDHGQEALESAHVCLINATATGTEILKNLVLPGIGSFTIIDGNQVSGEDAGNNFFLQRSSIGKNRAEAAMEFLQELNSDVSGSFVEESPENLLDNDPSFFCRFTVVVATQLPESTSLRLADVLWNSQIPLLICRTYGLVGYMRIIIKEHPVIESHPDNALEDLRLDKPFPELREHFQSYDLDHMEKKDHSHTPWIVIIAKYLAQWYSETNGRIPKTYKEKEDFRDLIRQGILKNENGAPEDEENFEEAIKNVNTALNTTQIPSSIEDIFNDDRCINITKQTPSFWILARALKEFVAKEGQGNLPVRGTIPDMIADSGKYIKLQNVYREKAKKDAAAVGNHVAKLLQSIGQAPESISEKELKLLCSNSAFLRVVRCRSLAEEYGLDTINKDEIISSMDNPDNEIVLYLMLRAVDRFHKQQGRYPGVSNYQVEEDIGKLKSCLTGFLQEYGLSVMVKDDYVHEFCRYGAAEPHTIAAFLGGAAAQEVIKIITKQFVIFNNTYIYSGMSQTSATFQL
FAS TE block – blocks the thioesterase domain of human fatty acid synthase; AID 602261; 0.67% of 360,000 active; recombinant FAS-TE, OMFH fluorogenic substrate, fluorescence endpoint; inhibition, % at 15 µM;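 active = compounds whose normalised, plate-corrected inhibition of enzyme fluorescence in the single-dose primary screen is 50% or more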;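 note: 0% = DMSO with enzyme and 100% = substrate without enzyme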
MsrA inh – inhibitors of bovine MsrA | purified bovine MsrA, absorbance read-out | inhibition, % at 15.5 µM | 0.75% of 360,000 active; in the data active = inhibition above about 4.5%;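 note: 0% = vehicle wells with enzyme and 100% = reference inhibitor wells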
eLon inh – inhibitors of E. coli Lon protease; AID 602123; inhibition, % at 7.94 µM; 0.42% of 360,000 active; P0A9M0; purified E. coli Lon protease, fluorescence polarization; in the data active = inhibition above about 13%, passing the limit was not always enough;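 note: 0% = enzyme with probe and DMSO and 100% = no enzyme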
Rin1-Abl PPI inh – blocks binding of human Rin1 to Abl. TR-FRET Rin1/Abl binding, biochemical. inhibition, % at 7.35 µM. P00519+Q13671. 0.4% of 360,000 active; in the data active = inhibition above about 5%, passing the limit was not always enough
bovine MsrA act – activators of bovine methionine sulfoxide reductase A; purified bovine MsrA, absorbance read-out; activation, % at 10.6 µM; 0.3% of 360,000 active; in the data active = activation above about 7.5%;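 note: 0% = vehicle and 100% = reference activator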
SKN-1 inh – C. elegans SKN-1 inhibition. C. elegans VP596 Pgst-4::GFP/RFP ratio, acrylamide-induced, 24 h. inhibition, % at 21.8 µM. 0.49% of 360,000 active;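 active = interference check ratio from 0.5 to 1.5 plus GFP to RFP signal ratio inhibition reaching or exceeding a fixed threshold, cut at about 30% in these data, passing the limit was not always enough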; note: some compounds called inactive have numbers as strong as hits
MT1-MMP act inh – blocks activation of human MT1-MMP; 0.061% of 360,000 active; HT1080 RFP-PRO-GFP cells, GFP/RFP ratio fluorescence, overnight; percent of plate control window, DMSO zero; GFP/RFP ratio change, % at 20 µM; P50281; AID 651647;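 active = GFP/RFP ratio change of at least 30% with cell ATP level not reduced by more than half and red fluorescence within 50% of control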; note: strong numbers were not always called active
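Assay system: HT1080 RFP-PRO-GFP cells | Dosing: 20 µM single dose, 1% DMSO | Incubation: Cells overnight before dosing, compound overnight, 37 °C, 5% CO2 | Evaluation: GFP/RFP fluorescence ratio | Control set: DMSO-only wells and HT1080 RFP-L50D-GFP cell wells as references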
NRP1-CendR mod – modulators of CendR peptide binding to human neuropilin-1 | O14786 | FAM-RPARPAR peptide binding to NRP-1, fluorescence polarization | inhibition, % at 25 µM | 0.85% of 360,000 active | AID 602438;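 active = inhibition or corrected inhibition above about 18%, plus a signal ratio from 0.5 to 1.5, limit read from the data, passing the limit was not always enough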; note: strong numbers were not always called active
Active calls of the source: *; i = inactive; nt = no result given; + = active, no number.

SMILES	Neddylation inh	FAS TE block	MsrA inh	eLon inh	Rin1-Abl PPI inh	bovine MsrA act	SKN-1 inh	MT1-MMP act inh	NRP1-CendR mod
Clc1ccccc1CSc1nnc(Cn2cnc3ccccc32)n1-c1ccccc1	i	11.4	-0.7	-2.8	0.0	-0.1	1.4	-5.5	13.5
COc1ccc(NC(=O)C2CCCN(c3cc(C)nc4ncnn34)C2)cc1 (centres undefined)	i	-0.2	0.6	-13.5	-3.8	-10.7	9.8	3.6	-7.6
CCOc1ccc(CCNC(=O)c2nnc(CS(=O)(=O)c3ccccc3)o2)cc1OCC	i	-5.2	2.3	-1.0	0.1	-6.3	9.4	3.1	-6.1
COc1ccc(/C=N/Nc2nc(N)cc(Cl)n2)cc1OC	i	-5.5	5.8*	-9.3	-1.1	-2.6	6.5	-0.9	-12.0
Cc1ccccc1NC(=O)CN1C(=O)CSc2ccc(S(=O)(=O)N3CCCC3)cc21	i	1.7	1.1	-6.5	0.3	-5.8	-2.3	-3.9	10.4
O=c1[nH]c2ccccc2nc1/C=C(\O)C1CC1	i	-13.0	1.3	-7.0	-5.8	-4.3	1.9	5.6	-6.1
COCCN(Cc1ccc(OC)cc1)c1c(C)nc2ccc(C(=O)Nc3ccc(NC(C)=O)cc3)cn12	i	-3.1	0.8	5.0	-4.1	-0.6	0.4	4.1	-1.8
CCc1ccc(-n2cccc2/C=C2/C(=N)N3C(=NC2=O)SN=C3S(C)(=O)=O)cc1	i	11.9	1.3	-11.1	-2.4	-4.8	7.8	-11.9	-86.7
O=C(c1cccc([N+](=O)[O-])c1)N1CCc2ccccc21	i	3.4	0.3	-7.1	3.7	-0.4	11.9	-2.6	-2.4
CC1(C2CC2)NC(=O)N(CC(=O)N2CCN(c3ccccc3)CC2)C1=O (centres undefined)	i	-3.8	-1.8	-13.3	2.9	-7.7	-15.0	1.1	-8.9
O=c1c2ccccc2nnn1Cc1ccc(F)cc1	i	2.7	0.2	4.9	-4.2	-3.6	15.7	-0.8	-5.9
Nc1c(C(=O)N2CCOCC2)sc2nc3c(cc12)CCC3	i	-2.9	0.0	-13.8	-2.8	-2.5	-3.1	-0.3	-1.8
CCC(C(=O)N1CC2(C)CC1CC(C)(C)C2)N1C(=O)c2ccccc2C1=O (centres undefined)	i	-6.9	0.1	0.0	-0.6	2.1	1.0	-2.3	8.5
CCOC(=O)N1CCC(N2CCCC(C(=O)c3cccc(OC)c3)C2)CC1 (centres undefined)	i	-4.8	0.3	-11.0	0.1	-1.4	3.0	-12.6	-1.2
Cc1ccnc(SCCn2c(N3CCC(C)CC3)nc3c2c(=O)[nH]c(=O)n3C)n1	i	-1.2	-0.1	-12.8	-2.3	-0.5	11.0	0.4	16.4
CCN(CC)C(=O)c1sc(NC(=O)C(C)C)c(C#N)c1C	i	-4.7	-0.6	12.3	0.9	-1.9	8.2	2.3	-11.4
COCc1cccc(-c2csc(C(C)(O)c3cccc(F)c3)n2)c1 (centres undefined)	i	10.0	0.3	2.5	-0.3	-3.2	1.2	-7.0	9.3
COc1ccc(-c2c(C)nn3c(Cl)c(C)c(C)nc23)cc1	i	9.2	-1.1	4.2	0.1	-3.7	-1.7	1.4	4.1
CCCC(=O)N1CCN(c2nc3ccc(Cl)cc3s2)CC1	i	-7.1	0.0	0.8	4.9	-2.9	10.0	-3.5	9.3
Cc1cc(NC(=O)CS(=O)(=O)c2cn(Cc3cccc(F)c3)c3ccccc23)no1	i	6.9	-0.4	1.8	2.3	-1.7	-9.9	-5.4	4.8
C[C@H]1CN([C@@H](C)CO)C(=O)CCCn2nncc2CO[C@@H]1CN(C)S(=O)(=O)c1cccc(C#N)c1	i	-6.5	-1.1	-3.3	-3.3	0.7	5.1	-0.4	9.1
COc1ccc(Cl)cc1NCC(=O)Nc1ccc(OC)c(S(=O)(=O)N2CCCCC2)c1	i	24.2	0.6	-11.3	3.8	-0.1	-1.3	-0.4	5.1
CCC(c1ccccc1)c1nc(-c2ccccn2)no1 (centres undefined)	i	-2.7	-0.5	-7.4	0.0	-1.3	-8.7	5.0	-0.4
CN(C)C(=O)C1(c2ccccc2)CCN(S(=O)(=O)c2ccccc2)CC1	i	-1.8	-0.3	-3.3	0.6	-14.5	-13.1	-1.2	5.7
NS(=O)(=O)c1ccc(CNS(=O)(=O)c2cc(C(=O)O)ccc2Cl)cc1	i	-7.9	1.6	-8.8	-1.8	-5.6	6.0	1.3	-11.2

Entries listed so far containing a thiophene ring, fused or not (2):
SMILES	Neddylation inh	FAS TE block	MsrA inh	eLon inh	Rin1-Abl PPI inh	bovine MsrA act	SKN-1 inh	MT1-MMP act inh	NRP1-CendR mod
Nc1c(C(=O)N2CCOCC2)sc2nc3c(cc12)CCC3	i	-2.9	0.0	-13.8	-2.8	-2.5	-3.1	-0.3	-1.8
CCN(CC)C(=O)c1sc(NC(=O)C(C)C)c(C#N)c1C	i	-4.7	-0.6	12.3	0.9	-1.9	8.2	2.3	-11.4

Next records follow.
SMILES	Neddylation inh	FAS TE block	MsrA inh	eLon inh	Rin1-Abl PPI inh	bovine MsrA act	SKN-1 inh	MT1-MMP act inh	NRP1-CendR mod
N#Cc1ccc(/C=C(\C(=O)C(=O)O)c2ccc3ccccc3n2)cc1	+	-36.8	0.5	-27.8	0.2	-7.6	-2.2	-27.6	-29.8
CN(CC(=O)Nc1cccc(F)c1)CC(=O)Nc1cccc(S(=O)(=O)N2CCCCCC2)c1	i	20.1	1.3	-5.6	-3.8	-2.0	-12.0	5.7	-4.3
OC1CCC(NC(=S)Nc2ccc(SC(F)F)cc2)CC1 (centres undefined)	i	-2.3	2.1	-6.1	2.5	-6.6	5.6	-0.7	-6.8
Cc1csc(C(=O)O)c1NC(=O)c1cccc([N+](=O)[O-])c1	i	-0.4	0.1	0.9	-0.6	-2.6	-5.5	nt	1.5
Cc1cccc(NC(=O)CSc2nnc([C@@H]3CCCN3C(=O)OC(C)(C)C)o2)c1C	i	-3.5	1.1	-3.1	2.4	-4.4	-3.3	-0.5	-8.2
O=C(OCCOCCN=C1NS(=O)(=O)c2ccccc21)c1ccncc1	i	-6.6	0.7	-4.3	0.2	0.3	-24.2	0.1	14.5
Cc1ccnc2nc(C(=O)OCC(=O)Nc3ccc4c(c3)OC(F)(F)O4)nn12	i	-8.8	0.9	-11.3	0.0	0.1	9.3	5.0	-0.7
CCN(CC)C(=O)C1CCCN(C(=S)Nc2cccc3ccccc23)C1 (centres undefined)	i	-5.8	-0.1	-5.9	-3.3	-3.2	-12.5	-1.1	5.6
NC(=O)c1ccsc1NC(=O)c1ccc2c(c1)CCCC2	i	14.5	0.2	-3.1	-3.4	-5.0	-5.5	-3.1	-6.1
CCOc1ccc(N(CC(=O)N2CCCCC2)S(=O)(=O)c2ccc(Cl)cc2)cc1	i	19.8	-0.5	-2.4	0.1	-1.4	0.7	-4.0	5.3
CCOC(=O)c1[nH]c2c(c1C)C(=O)CC(c1ccc(N(C)C)cc1)C2 (centres undefined)	i	5.2	-0.7	-4.9	3.1	3.1	7.9	4.6	-4.2
COCCCN1C(=O)C(=O)/C(=C(/O)c2ccc(S(=O)(=O)N3CCCCC3)cc2)C1c1ccc(O)c(OC)c1 (centres undefined)	i	-7.8	0.6	6.8	5.6	-3.2	-0.1	1.3	0.2
COc1ccc(CCNC(=O)c2c(C)nn(-c3ccccc3)c2Cl)cc1OC	i	-3.3	0.7	1.1	0.8	-0.5	19.5	-1.3	-2.7
Cc1cc(C(=O)CSc2nnc(-c3ccccc3)n2C)c(C)n1C	i	-5.1	2.2	5.0	0.5	-3.6	12.9	4.3	-0.2
CN(C)CC#Cc1cncc(C(=O)NNC(=O)Nc2ccc(Cl)cc2)c1	i	-6.6	1.7	6.7	-0.8	-4.8	2.7	-2.2	-5.2
O=C(NC1CC1)c1cc(=O)c2ccccc2o1	i	-4.4	0.1	-3.6	-4.6	-4.3	-10.6	-0.5	3.6
O=C(CCCc1nc2ccccc2s1)NC1CCOC1=O (centres undefined)	i	-5.3	-1.9	-0.9	1.9	-0.4	-4.1	2.2	6.3
COc1ccccc1C(=O)Oc1ccc2c(c1)O/C(=C\c1ccncc1)C2=O	i	-12.8	2.0	27.7*	-3.2	-6.2	1.0	-15.1	4.8
Cn1c(C(=O)OC(C(=O)NC2CCCCC2)c2ccccn2)cc2sccc21 (centres undefined)	i	14.6	0.5	2.2	-1.9	-3.1	22.9	4.2	-7.5
O=C(C[C@H]1C(=O)N(CCc2ccccc2)C[C@@H]1Cc1ccccc1)Nc1ccccc1	i	20.7	0.5	13.9	0.4	0.1	13.5	1.3	4.9
COc1ccc2ccccc2c1CN1CCN(C(=O)c2ccccc2)CC1	i	4.7	1.6	-5.0	-1.2	-1.4	7.0	2.9	0.6
O=C(NC(=S)N1CCc2ccccc21)c1ccc(Br)o1	i	-3.6	2.3	-5.1	-4.5	-5.2	-5.9	6.0	-1.4
COc1ccc(S(=O)(=O)N/N=C(/C)c2cccc(NC(=O)c3ccccc3Cl)c2)cc1	i	5.6	0.1	5.6	-3.3	-4.0	-7.4	4.3	-1.6
C=CCn1c(N)cc(=O)nc1SCC(=O)Nc1ccc(C(=O)OCC)cc1	i	-7.4	0.1	2.4	0.1	-6.7	-5.5	4.2	-4.2
COc1cc([N+](=O)[O-])cc(/C=N/NC(=O)C(O)(c2ccccc2)c2ccccc2)c1O	i	22.3	2.8	5.4	-1.1	-7.0	-11.8	3.7	-14.0
Other records follow:
SMILES	Neddylation inh	FAS TE block	MsrA inh	eLon inh	Rin1-Abl PPI inh	bovine MsrA act	SKN-1 inh	MT1-MMP act inh	NRP1-CendR mod
CCCCCCCCCCSc1n[nH]c(NC(C)=O)n1	i	-11.0	-1.2	-5.7	1.4	-3.2	2.3	8.5	-5.8
O=[N+]([O-])c1ccccc1N=Nc1c(O)[nH]c2ccc(F)cc12	i	-3.7	0.0	-1.9	2.4	-1.2	-2.1	6.1	20.5
CCn1c(=O)cc(SCC(=O)N(C)Cc2ccccc2)c2ccccc21	i	4.5	-0.4	3.4	-28.9	-5.3	-5.5	8.0	0.8
CCCNC(=O)CN(c1ccccc1)S(=O)(=O)c1ccc(OC)c(OC)c1	i	-6.0	2.0	7.4	-1.8	0.2	-6.7	6.5	5.0
Cc1ccc2nc(-c3sc4nc(C)cc(C)c4c3N)[nH]c2c1	nt	-4.2	1.9	-10.2	-2.0	-3.0	-5.3	3.5	-0.6
CC(C)OP(=O)(c1ccc(N(C)C)cc1)C(O)c1ccccc1 (centres undefined)	i	-6.0	-0.4	-3.0	-6.0	-2.1	16.2	5.4	10.9
CCC1Sc2ccccc2N(CC(=O)NC2CCCCC2)C1=O (centres undefined)	i	-2.7	0.0	-3.4	1.9	-7.4	-3.2	2.4	10.1
COCc1[nH][nH]c(=O)c1C=Nc1ccc(Cl)cc1	i	-15.1	1.5	-3.3	3.0	-12.9	15.3	3.7	-15.0
COc1ccc(NC(=S)N2CCc3cc(OC)c(OC)cc3C2)cc1	i	-5.3	-1.1	1.5	3.4	-0.8	-3.1	2.3	-3.6
COc1ccc(OC)c(Nc2nc(N)nc(-c3cc4ccccc4o3)n2)c1	i	-0.5	3.8	8.8	-1.1	-9.6	-6.3	-11.8	4.6
CCCCNC(=O)c1nc(C2CCN(S(=O)(=O)c3c(F)cccc3F)CC2)oc1-c1cccc(C(F)(F)F)c1	i	24.5	-0.7	-0.5	-0.5	-2.4	1.0	-0.1	3.1
Cc1noc(C)c1NC(=O)N(C)C[C@H]1OCCCC[C@@H](C)Oc2ccc(NS(=O)(=O)c3ccccc3)cc2C(=O)N([C@H](C)CO)C[C@@H]1C	i	-5.6	-0.7	-4.1	3.1	3.3	0.8	0.0	-1.5
COc1ccc(-n2c(C)cc(C=O)c2C)cc1Cl	i	-6.9	-0.5	-0.6	-0.2	-0.6	-4.7	0.7	-9.3

Screening data from PubChem BioAssay.
